M1 ag: M1 muscarinic receptor agonism; 64,000 compounds, 3% hits; B-score at 10 µM; CHO-M1 cells, Fluo-4 calcium fluorescence, agonist mode; active compounds read high;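 active = fluorescence rise, raw or as B-score row- and column-corrected plate score, outside the 99.7% band of its plate's samples, either direction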
S1P3 ag: S1P3 (human) receptor agonism; activation, % at 4.5 µM; S1P3 NFAT-BLA reporter cells, FRET ratio; relative to 1 µM S1P, basal subtracted; 60,000 compounds, 0.1% hits; Q99500; AID 373;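 active = activation above the screen-wide mean plus 3 SD, cut at about 4.5% in these data, passing the limit was not always enough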; note: some compounds called inactive have numbers as strong as hits
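Benchmarks: high control 1 µM S1P / System: stable CHO line with human S1P3, Gα16, NFAT-BLA reporter / Dosing: single compound concentration, 4.5 µM final / Timing: 4 h compound at 37 °C, 2 h substrate at RT / Measured by: FRET β-lactamase substrate fluorescence, excitation 405 nm, 460/535 nm emission ratio, background-subtracted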
TNAP act mid DEA: human TNAP activation, intermediate phosphate acceptor; activation factor at 20 µM; AID 813; purified TNAP, CDP-star luminescence, 100 mM DEA, 30 min; active compounds read high; scale: 0 levamisole-inhibited, 1 vehicle-only enzyme; 64,000 tested, under 10 active;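 active = activation factor of at least 2 at 20 µM, relative to controls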
Jurkat tox 60K: cytotoxicity toward Jurkat cells | 56,000 compounds, 1.2% hits | inhibition, % at 4 µM | Jurkat E6.1 viability, ATP luminescence, 48 h;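 active = inhibition above the mean inhibition of all tested compounds plus 3 SD, cut at about 28% in these data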
D1 mod: D1 dopamine receptor (human) allosteric modulation; P21728; HEK293 D1, CRE-luciferase, dopamine EC30 potentiation; actives deviate in either direction; B-score at 10 µM; 58,000 compounds, 5.9% hits; AID 641;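 active = luminescence count or its row- and column-corrected plate score outside the 99.7% band of the plate's sample wells, on either side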
S1P1 ag pot: S1P1 (human) agonism or agonism potentiation | 56,000 compounds, 0.57% hits | S1P1 CRE-bla cells, forskolin, beta-lactamase FRET, potentiator mode; S1P1 agonist co-added at EC20, 2 nM; 100% = saturating reference agonist, 0% = basal | P21453 | activation, % at 9.5 µM;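 active = activation above a cutoff set at the mean activation of all tested compounds plus 3 SD, cut at about 54% in these data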;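 note: forskolin at 4 µM as EC80 and the EC20 agonist is SEW2871; 100% = SEW2871 at its EC100 plus forskolin at EC80; some compounds past the cut are filed as inactive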
M1 antagonist: blocks the rat M1 muscarinic receptor response to acetylcholine; P08482; CHO-M1 cells, Fluo-4 calcium, ACh EC80 antagonist mode; active compounds read low; B-score at 10 µM; 64,000 compounds, 3.4% hits;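 active = calcium fluorescence response, raw or row-and-column corrected B-score, differing from the plate sample mean either way at a set confidence level, mostly lower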
HEK293 NFkB inh: inhibitors of the PMA/ionomycin-induced NF-kB reporter in HEK293 cells; inhibition, % at 3 µM; 62,000 compounds, 0.21% hits; HEK-293 NF-kB luciferase reporter, luminescence;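 active = inhibition above the mean of all tested compounds plus 3 SD, cut at about 40% in these data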;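 note: 0% = stimulated DMSO wells and 100% = 10 µM reference inhibitor 5653914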
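Timing: 1 h pretreatment, 16 h stimulation, 37 °C; system: HEK-293 cells with stable firefly luciferase reporter driven by four HIV NF-kB elements; doses: 3 µM once, 0.30% DMSO; measured by: luciferase luminescence; control set: DMSO and 10 µM reference inhibitor; repeats: single test; reagent: PMA plus ionomycin mix as NF-kB-activating stimulus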
Ec RNAP inh: inhibitors of Escherichia coli RNA polymerase. inhibition, %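 (tested at 10 µM)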. E. coli RNA polymerase, fluorescence transcription assay. P0A8V2. AID 559. 62,000 compounds, 0.2% hits; in the data active = inhibition above about 20%;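 note: 0% = enzyme without compound and 100% = no enzyme blank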
Target sequence (P0A8V2 whole entry, looked up): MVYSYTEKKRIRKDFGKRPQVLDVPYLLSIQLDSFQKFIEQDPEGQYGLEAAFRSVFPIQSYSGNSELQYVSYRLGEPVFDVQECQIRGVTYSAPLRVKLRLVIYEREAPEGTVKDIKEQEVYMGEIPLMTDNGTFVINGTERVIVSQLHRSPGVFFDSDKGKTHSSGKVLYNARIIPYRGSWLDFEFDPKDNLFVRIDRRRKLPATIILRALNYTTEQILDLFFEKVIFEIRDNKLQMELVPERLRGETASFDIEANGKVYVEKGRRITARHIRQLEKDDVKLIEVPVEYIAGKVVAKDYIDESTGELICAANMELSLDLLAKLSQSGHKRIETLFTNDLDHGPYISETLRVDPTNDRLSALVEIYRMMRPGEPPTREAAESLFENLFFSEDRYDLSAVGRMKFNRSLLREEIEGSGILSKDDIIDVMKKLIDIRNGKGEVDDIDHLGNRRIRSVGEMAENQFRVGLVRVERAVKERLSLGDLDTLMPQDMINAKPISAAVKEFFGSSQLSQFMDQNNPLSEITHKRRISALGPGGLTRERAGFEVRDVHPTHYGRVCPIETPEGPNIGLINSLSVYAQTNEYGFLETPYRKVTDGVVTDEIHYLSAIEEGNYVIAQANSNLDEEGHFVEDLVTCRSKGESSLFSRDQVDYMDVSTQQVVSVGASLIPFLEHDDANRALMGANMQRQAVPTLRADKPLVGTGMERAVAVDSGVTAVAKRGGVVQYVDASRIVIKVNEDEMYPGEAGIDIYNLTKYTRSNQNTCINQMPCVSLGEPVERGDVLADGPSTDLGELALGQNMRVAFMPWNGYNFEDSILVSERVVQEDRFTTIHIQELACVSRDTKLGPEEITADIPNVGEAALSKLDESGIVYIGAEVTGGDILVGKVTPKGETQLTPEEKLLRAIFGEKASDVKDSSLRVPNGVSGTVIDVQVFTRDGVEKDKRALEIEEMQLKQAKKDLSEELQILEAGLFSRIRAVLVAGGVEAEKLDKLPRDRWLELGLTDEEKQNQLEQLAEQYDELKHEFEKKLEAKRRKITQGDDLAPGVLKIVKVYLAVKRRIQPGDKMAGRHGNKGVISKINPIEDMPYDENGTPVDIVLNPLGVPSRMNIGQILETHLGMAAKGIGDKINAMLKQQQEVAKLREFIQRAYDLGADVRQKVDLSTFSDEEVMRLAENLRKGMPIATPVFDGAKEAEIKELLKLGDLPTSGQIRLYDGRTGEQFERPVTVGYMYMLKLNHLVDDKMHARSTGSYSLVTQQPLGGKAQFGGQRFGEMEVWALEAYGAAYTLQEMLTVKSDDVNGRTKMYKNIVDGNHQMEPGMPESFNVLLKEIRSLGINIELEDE
An asterisk follows results filed as active; · = no result given. Outcome played no part in choosing rows; 12% or so of the library scored in one or more.

Structure	Jurkat tox 60K	HEK293 NFkB inh	D1 mod	Ec RNAP inh	TNAP act mid DEA	M1 ag	S1P1 ag pot	S1P3 ag	M1 antagonist
N#CC1=C(SCC(=O)NC2CCCCC2)NC(=O)CC1c1ccco1 (configuration not stated)	6	1	0.26	11	0.9	0.31	6	-0.6	0.015
O=C(Oc1nsnc1N1CCOCC1)N(c1ccccc1)c1ccccc1	-3	9	-0.14	9	0.9	-0.047	9	-1.2	0.16
COc1cccc(C2=CC(c3ccc(C)cc3)n3ncnc3N2)c1 (configuration not stated)	-5	8	0.67	8	0.9	8*	4	-1.2	-1.1
CCOC(=O)CSCC(=O)Nc1cc(C)ccc1C	2	9	-0.66	4	1.1	0.97	5	-1.2	0.9
CCCc1nc2sc3c(c2c(=O)n1N)CCC3	·	·	0.68	2	0.9	0.046	·	·	0.29
CCOc1ccccc1NC(=O)C1=C(C)NC(=O)NC1c1cccc(OC)c1OC (configuration not stated)	1	-3	-0.15	2	1	-0.48	-14	-1.5	0.28
CCCCOc1ccc(S(=O)(=O)NCc2csc(C)n2)cc1	26	12	-0.83	·	·	-0.86	-8	0.6	-0.84
O=S1(=O)N=C(Nc2nc3c(s2)CCCC3)c2ccccc21	6	-67	-2.7	-11	0.9	-0.37	-12	0.1	-0.25
O=C(Nc1c(F)cc(F)cc1Br)c1cc2nc(C(F)F)cc(C(F)F)n2n1	-6	-5	1.2	8	0.9	0.86	·	0.0	0
CC(C(=O)NCc1ccc2c(c1)OCO2)N1c2cccc3cccc(c23)S1(=O)=O (configuration not stated)	0	8	0.28	1	0.9	0.035	12	-0.7	-1.5
COc1ccc(NC(=O)C2CCCN(c3c4c(nc5ncnn35)CCC4)C2)cc1OC (configuration not stated)	7	17	2.5	0	1	0.8	-10	-0.6	0.042
O=C(NCc1ccccn1)c1ccc(N2CCCC2=O)cc1	-6	11	0.15	-8	1	-0.96	-22	-0.7	0.41
CC1(C)Cc2ccccc2-c2nnc(-c3ccc(O)cc3)n21	8	15	0.39	4	0.9	0.16	6	-1.4	0.41
CCOC(=O)c1c(C(C#N)C#N)cc(C)nc1C	·	·	·	9	0.9	0.5	3	-3.8	-0.075
C=CCN=C(NC#N)SCC(=O)c1cccc(OC)c1	-7	-11	12*	5	0.9	-0.7	-5	1.1	-0.0089

Sorted by molecular weight (ascending): part of the list above
Structure	Jurkat tox 60K	HEK293 NFkB inh	D1 mod	Ec RNAP inh	TNAP act mid DEA	M1 ag	S1P1 ag pot	S1P3 ag	M1 antagonist
CCOC(=O)c1c(C(C#N)C#N)cc(C)nc1C	·	·	·	9	0.9	0.5	3	-3.8	-0.075
C=CCN=C(NC#N)SCC(=O)c1cccc(OC)c1	-7	-11	12*	5	0.9	-0.7	-5	1.1	-0.0089
CCCCOc1ccc(S(=O)(=O)NCc2csc(C)n2)cc1	26	12	-0.83	·	·	-0.86	-8	0.6	-0.84

Continued:
Structure	Jurkat tox 60K	HEK293 NFkB inh	D1 mod	Ec RNAP inh	TNAP act mid DEA	M1 ag	S1P1 ag pot	S1P3 ag	M1 antagonist
CC(C)OC(=O)NCCOC(=O)Nc1cccc(Cl)c1	0	1	-0.01	6	1	0.054	40	-0.4	-0.0043
O=C(CCSCCc1ccncc1)NCCCN1CCOCC1	-8	11	0.046	2	0.9	0.32	11	0.0	0.19
COC(=O)c1[nH]c2cc(OC)ccc2c1NC(=O)CCN1CCN(Cc2ccc3c(c2)OCO3)CC1	8	16	-0.016	6	0.9	-0.15	-3	-1.6	-1.7
COC(=O)C(Cc1cncn1COCc1ccccc1)NC(=O)OC(C)(C)C (configuration not stated)	-3	-4	-0.33	-1	0.8	0.31	-16	-0.4	0.33
CCn1c(SCC(=O)NCCc2ccc(Cl)cc2)nnc1-c1cccs1	-3	20	0.63	-17	0.9	0.25	-33	-0.3	0.15
CCN(CC)CCCN1C(=O)C(=O)/C(=C(/O)c2cc(C)ccc2C)C1c1cccnc1 (configuration not stated)	3	11	-0.056	0	1	0.026	5	-1.7	-0.5
O=C(O)C1CCC(CNCc2cccnc2)CC1 (configuration not stated)	-2	16	-0.12	1	0.9	0.54	-24	-0.1	-1.4
Cc1nn(-c2ccccc2)c(OC(=O)c2cccs2)c1S(=O)(=O)c1ccccc1	-3	0	-1.8	7	0.9	-0.041	5	1.3	-0.66
O=C(Nc1ccc2c(c1)OCO2)c1cnn2c1NC(c1ccco1)CC2C(F)(F)F (configuration not stated)	-1	18	-0.29	7	0.9	0.45	8	1.0	0.3
Cc1ccc(CCNC(=O)C2CCN(S(=O)(=O)c3c(C)nn(C)c3C)CC2)cc1	6	10	-0.96	1	0.9	-0.37	-5	-1.4	-0.71
Cc1ccc(NC(=O)C2CCCN(S(=O)(=O)c3c(C)noc3C)C2)c(C)c1 (configuration not stated)	-1	13	0.67	4	0.9	0.28	-6	0.0	0.98
O=C(c1ccccc1)n1c(=S)nc2ccccn21	·	·	-2.7	·	0.9	-1	-1	-2.2	0.016
COc1ccc(C(=O)Nc2ccc(S(=O)(=O)Nc3cc(C)nc(C)n3)cc2)c(OC)c1	15	8	-0.1	0	0.9	-0.37	-9	-1.8	0.7
COc1ccc(OC)c(NC(=O)c2cc3ccccc3o2)c1	-2	1	-0.9	8	0.8	-0.019	·	-1.2	-1.1
O=C(NCCc1ccccc1)c1noc2c1CCCCC2	0	-28	-0.15	5	0.9	1.9	-3	0.4	-1
CCS(=O)(=O)C(=C1NCCO1)S(=O)(=O)CC	5	4	-0.5	-4	0.9	-0.51	1	-0.7	0.55
COc1ccccc1NC(=O)N1CCc2[nH]c3ccc(F)cc3c2C1	0	9	0.062	0	0.9	-0.094	13	0.7	-0.16
CN(CC(=O)NCc1ccc(Cl)cc1)S(=O)(=O)c1cccc2nsnc12	-12	11	0.0046	5	0.9	-0.038	6	1.1	1.2
COCCn1cnc2c(c1=O)c1nc3ccccc3nc1n2/N=C/c1cccc(OC)c1OC	-7	17	0.012	10	0.9	0.033	-5	-0.3	0.044
CCOC(=O)NC(Nc1cc(C)on1)(C(F)(F)F)C(F)(F)F	·	·	0.44	·	0.9	-0.25	13	-1.7	-0.064
COc1ccc(S(=O)(=O)NCCC(=O)NCc2ccc(F)cc2)cc1	-5	12	0.057	-1	1	-0.1	-3	0.3	0.02
Cc1ccc(C)c(CSc2nnc(CCN)o2)c1	-8	14	·	5	0.9	0.24	-13	0.9	0.0096
O=C(Nc1nccs1)c1ccc(COc2ccc(Cl)cc2)o1	-5	8	-0.49	-1	0.9	-0.0079	10	-0.8	-0.33
Cc1c(NC(=O)CN2CCN(C(c3ccccc3)c3ccccc3)CC2)c(=O)n(-c2ccccc2)n1C	6	10	-0.96	3	1	0.14	4	-0.8	-0.37
CCOC(=O)N1CCN(CC(O)COCC2=CCC3CC2C3(C)C)CC1 (configuration not stated)	0	6	0.44	·	0.9	-1.8	-22	0.1	-6.3*
O=C(O)CCN1Cc2ccccc2C1=O	5	12	0.34	-7	1.1	-0.83	-1	-0.8	-0.41
COc1ccc(CCN2CC(C(=O)O)CC2=O)cc1 (configuration not stated)	-4	9	-1.2	4	0.9	-0.23	-27	-0.3	0.71
CCOc1ccc(C(=O)Nc2ccncc2)cc1	12	10	·	8	0.9	-1.7	-10	-1.2	0.11
COc1ccccc1C(=O)Oc1cc(N)n(S(=O)(=O)c2ccc(C)cc2)n1	15	13	·	13	0.9	-0.82	-50	0.2	0.33
COc1ccc(-n2ncc3c(N4CCN(c5cccc(C)c5C)CC4)ncnc32)cc1	-3	8	-0.063	8	0.8	-0.099	-24	0.6	-0.012
O=C(O)CCN(CCC(=O)O)S(=O)(=O)c1ccccc1	-5	16	-0.061	1	0.9	0.054	-26	-0.6	0.14
CC(C)(O)C#Cc1ccccc1C(=O)NC(CC(N)=O)C(=O)O (configuration not stated)	-8	11	-0.52	4	1	-0.96	11	-0.6	0
CCOCCn1c(N2CCN(c3ccc(OC)cc3)CC2)nc2c1c(=O)n(C)c(=O)n2C	6	10	0.0026	14	1	-0.35	-8	-0.8	0.27
O=C(CN1C(=O)CCSc2ccccc21)Nc1ccc2c(c1)OCCO2	10	7	1.1	-2	0.9	-1.5	0	-0.8	-0.00084
Cc1csc(NC(=O)c2cnc3ccccn3c2=O)n1	6	-23	-1.6	-1	1	-0.1	-6	-0.8	-0.36
COc1ccc(C2c3c(oc4ccccc4c3=O)C(=O)N2Cc2ccncc2)cc1OC (configuration not stated)	9	6	-1.6	9	0.9	-0.33	-6	-1.5	0.21
c1ccc(C2=Nn3c(nnc3-c3cc(-c4ccccc4)n[nH]3)SC2)cc1	7	-4	1.7	9	0.9	-0.93	-40	-0.7	0.053
CC(C)C(=O)Nc1cc(C(F)(F)F)ccc1N1CCOCC1	3	4	1.9	5	1	1.1	-13	-0.7	-0.25
C/C(=C\c1ccco1)C1Nc2cccc3cccc(c23)N1	0	6	-3.5	18	0.8	1.3	-1	0.6	-0.12
COc1ccccc1-c1nn2c(C(F)(F)F)nnc2s1	-7	7	3.4	·	1	-0.97	-12	-0.6	0.25
CCOC(=O)c1[nH]c(C)c(C(=O)N(CC)CC)c1C	-7	4	-0.35	4	0.9	0.092	-33	0.1	1.5
O=C(Cn1nnc2ccccc2c1=O)NC1CCCc2ccccc21 (configuration not stated)	10	11	-0.81	9	0.9	-0.52	0	-1.0	-0.064
O=C1NC(c2ccncc2)Nc2ccccc21 (configuration not stated)	7	17	-0.33	·	1	0.06	10	-1.1	-0.32
